CTSL1 counter: cathepsin L1 inhibition, PFM18AAP counter-screen | recombinant F. hepatica cathepsin L1, Z-Leu-Arg-MCA fluorescence | inhibition, % at 5.96 µM | 300,000 compounds, 0.49% hits | AID 1906;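 active = inhibition above the mean of all tested compounds plus 3 SD, set per screening campaign, cut at about 17% in these data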;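 also: 0% = plate median of test compound wells and 100% = 1 µM Z-Phe-Ala-diazomethylketone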
TPT1 inhibitor: inhibitors of Candida albicans tRNA 2'-phosphotransferase TPT1. recombinant caTPT1, FP RNA substrate dephosphorylation. inhibition, % at 5 µM. 300,000 compounds, 0.81% hits. AID 1962;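 active = inhibition above the mean of all tested compounds plus 3 SD, set per screening campaign, cut at about 24% in these data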;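 also: plate controls were DMSO alone for no effect and ferristatin control at 100 nM for full effect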
Efflux pump mplx: blocks antifungal efflux pumps in multiplex yeast assay. inhibition, % at 10 µM. S. cerevisiae Candida pump triplex, Nile Red efflux. 330,000 compounds, 0.44% hits;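 active = plate passing quality check with inhibition over a set limit, or well fluorescence over plate mean plus 4 SD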;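 also: Nile Red retained in pooled yeast measured as flow cytometry median fluorescence; 0% = buffer negative control and 100% = Enniatin B positive control; higher means more Nile Red kept so more efflux inhibition; some compounds called inactive have numbers as strong as hits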
JMJD2C inh: human JMJD2C demethylase inhibition. Q9H3R0. GST-JMJD2C(1-420) H3K9me3 demethylation, DELFIA europium. inhibition, % at 2.35 µM. 330,000 compounds, 0.069% hits. AID 2099;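 active = more than half of a compound's replicate wells show inhibition beyond 50%, single wells judged on their own value; inconclusive = some, but no more than half, of replicates pass 50% inhibition; inactive = no replicate passes 50% inhibition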;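 also: signal counts dimethyl H3K9 product captured on neutravidin plate; 0% = median of DMSO wells and 100% = 0.3 times that DMSO median; strong numbers were not always called active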
proCasp7 act: counter-screen: procaspase-7 (human) activation. P55210. AID 463210. activation, % at 8.5 µM. recombinant procaspase-7, Ac-DEVD-pNA absorbance 405 nm; D23A/D198A/D206A triple mutant, cannot self-cleave; scale: DMSO 0, 5 µM enzyme 100. 330,000 compounds, 0.093% hits;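 active = percent activation above the screen-wide mean plus 3 SD, cut at about 25% in these data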
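Replicates: singlicate. Assay system: Procaspase-7 triple mutant (PC-7 D3A). Signal: 405 nm absorbance of p-nitroaniline. Times: 1 h preincubation, 2 h reaction. Buffer or medium: Zinc-free HEPES pH 7.4 with 300 mM NaCl, 0.01% Triton X-100. Also added: DEVD-pNA substrate. Benchmarks: DMSO wells as 0%, DMSO with 5 µM added PC-7 as 100%.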
PP5 primary: PP5 (human) phosphatase inhibition; inhibition, % at 6.7 µM; 320,000 compounds, 0.18% hits; purified PP5c, OMFP substrate fluorescence; P53041; AID 1987;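 active = inhibition above the campaign's mean inhibition across all tested compounds plus 3 SD, cut at about 9.5% in these data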;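 also: 0% = DMSO only and 100% = 100 µM cantharidin control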
Target sequence (P53041 whole entry, looked up): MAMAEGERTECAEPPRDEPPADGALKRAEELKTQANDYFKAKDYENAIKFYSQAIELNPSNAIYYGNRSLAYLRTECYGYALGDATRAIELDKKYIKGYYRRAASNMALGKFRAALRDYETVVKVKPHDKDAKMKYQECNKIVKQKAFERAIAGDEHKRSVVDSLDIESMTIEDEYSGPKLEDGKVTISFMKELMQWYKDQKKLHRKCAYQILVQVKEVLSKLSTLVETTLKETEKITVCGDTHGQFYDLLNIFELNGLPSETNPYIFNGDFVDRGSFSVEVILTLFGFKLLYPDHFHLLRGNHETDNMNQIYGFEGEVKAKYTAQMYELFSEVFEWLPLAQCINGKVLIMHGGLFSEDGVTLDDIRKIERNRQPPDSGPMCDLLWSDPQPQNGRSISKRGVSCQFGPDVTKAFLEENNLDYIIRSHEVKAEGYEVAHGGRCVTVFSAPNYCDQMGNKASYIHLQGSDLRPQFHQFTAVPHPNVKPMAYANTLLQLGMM
PP1 counter: PP1-alpha (human) inhibition in PP5 counter-screen; P62136; purified PP1alpha, OMFP fluorescence; inhibition, % at 6.7 µM; 320,000 compounds, 0.9% hits;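 active = inhibition above the mean inhibition of all tested compounds plus 3 SD, computed separately for each screening campaign, cut at about 15% in these data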
Target sequence (P62136 whole entry, looked up): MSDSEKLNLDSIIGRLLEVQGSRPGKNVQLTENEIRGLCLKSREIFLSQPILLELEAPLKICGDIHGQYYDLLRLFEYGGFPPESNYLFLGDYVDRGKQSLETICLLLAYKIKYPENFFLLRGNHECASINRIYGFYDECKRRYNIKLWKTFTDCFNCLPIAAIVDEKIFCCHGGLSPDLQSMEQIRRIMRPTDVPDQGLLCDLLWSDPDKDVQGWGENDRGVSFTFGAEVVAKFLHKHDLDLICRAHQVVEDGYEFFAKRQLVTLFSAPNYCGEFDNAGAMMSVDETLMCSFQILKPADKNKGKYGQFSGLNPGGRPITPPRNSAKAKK
procasp3 activ: activates human procaspase-3. P42574. recombinant procaspase-3 D3A, Ac-DEVD-pNA absorbance 405 nm. activation, % at 8.5 µM. 330,000 compounds, 0.11% hits;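 active = activation above the mean of all tested compounds plus 3 SD, cut at about 21% in these data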;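 also: 0% = DMSO alone and 100% = DMSO wells spiked with extra 5 µM PC-3 D3A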
Target sequence (P42574 whole entry D9A/D28A/D175A): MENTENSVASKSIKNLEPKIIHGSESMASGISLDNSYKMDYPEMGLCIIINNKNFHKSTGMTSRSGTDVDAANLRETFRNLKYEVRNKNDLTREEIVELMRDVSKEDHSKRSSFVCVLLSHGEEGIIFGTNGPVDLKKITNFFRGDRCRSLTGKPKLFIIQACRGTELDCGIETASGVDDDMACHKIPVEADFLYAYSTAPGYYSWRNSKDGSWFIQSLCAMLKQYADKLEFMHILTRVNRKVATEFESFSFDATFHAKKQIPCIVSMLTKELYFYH
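Compound: 8.5 µM single point, 0.8% DMSO / Material: Autoprocessing-dead procaspase-3 D3A mutant enzyme / Timing: 1 h preincubation plus 2 h reaction at 25 °C / Medium: Zinc-free HEPES/NaCl buffer with 0.01% Triton X-100 at pH 7.4 / Technique: 405 nm absorbance of p-nitroaniline, reads at 0 and 120 min / Repeats: one well per compound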
HCV core dimer: HCV core protein dimerization inhibition; 300,000 compounds, 0.33% hits; inhibition, % at 5 µM; TR-FRET GST/Flag-core106 dimerization, 1536-well;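 active = inhibition above the mean of all tested compounds plus 3 SD, set per screening campaign, cut at about 45% in these data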
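Assay system – GST-tagged and Flag-tagged HCV core protein residues 1-106 · Quantity – core106 proteins, GST 13.5 nM and Flag 17 nM · Benchmarks – unlabelled core106 and no-GST-core106 wells · Read-out basis – percent inhibition of core106 dimerization signal · Detection – time-resolved FRET, ex 340 nm, em 617 and 671 nm · Schedule – 4 h at 22.5 °C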
* marks the source's active call; other numbers are inactive results; ? = inconclusive; / = not tested or not shown; & = joins results of further samples.

The opening 3 records, ahead of the listing:
SMILES	CTSL1 counter	TPT1 inhibitor	Efflux pump mplx	JMJD2C inh	proCasp7 act	PP5 primary	PP1 counter	procasp3 activ	HCV core dimer
COc1ccccc1NC(=O)N1CCCC1C(=O)NCc1ccccc1F (stereo unspecified)	-2	1	0.0	39	11	-1.1	-3	1	-1
COc1ccc(N2C(=O)C(Cl)=C(Nc3ccccc3OC)C2=O)cc1	1	0	-0.1	0	-14	0.6	0	-8	4
Cc1cc(-c2nc3c4c5c(sc4[nH]c(=O)n3n2)CCC5)c(C)o1	-4	16	0.1	-19	-14	2.7	-7	-4	55*

Results, previewed entries included:
SMILES	CTSL1 counter	TPT1 inhibitor	Efflux pump mplx	JMJD2C inh	proCasp7 act	PP5 primary	PP1 counter	procasp3 activ	HCV core dimer
COc1ccccc1NC(=O)N1CCCC1C(=O)NCc1ccccc1F (stereo unspecified)	-2	1	0.0	39	11	-1.1	-3	1	-1
COc1ccc(N2C(=O)C(Cl)=C(Nc3ccccc3OC)C2=O)cc1	1	0	-0.1	0	-14	0.6	0	-8	4
Cc1cc(-c2nc3c4c5c(sc4[nH]c(=O)n3n2)CCC5)c(C)o1	-4	16	0.1	-19	-14	2.7	-7	-4	55*
Cc1cc(C(=O)CSc2nc3ccccc3o2)c(C)n1CC1CCCO1 (stereo unspecified)	4	0	0.1	10	5	0.3	-4	5	3
CC(C)(C)n1nc(Cc2cccc3ccccc23)c2c(N)ncnc21	0	-1	/	5	-9	8.5	4	3	1
Cc1cc(C)c(S(=O)(=O)NCc2ccccn2)cc1C	16	-3	-0.1	-10	4	1.3	1	4	-15
Cc1ccc(S(=O)(=O)N(C)c2ccc(OCC(=O)OCc3c(C)noc3C)cc2)cc1	-8	2	0.3	4&5	-1	4.8	3	-5	22
COc1ccc(C(=O)NC(=S)NNC(=O)c2ccc3ccccc3n2)cc1	-1	-4	0.0	7	7	-0.3	0	-1	2
O=C(NNc1ccc([N+](=O)[O-])cc1[N+](=O)[O-])c1ccco1	5	-4	-0.1	-4	-12	3.7	0	-2	-43
CCOC(=O)C1C(=O)CC(C)(O)C(C(=O)OCC)C1c1ccc2c(c1)OCO2 (stereo unspecified)	-2	-3	0.2	?	3	0.5	-5	4	-2
O=C(NCc1ccccn1)c1cccc(NS(=O)(=O)c2cccc(F)c2)c1	2	3	0.0	1	0	-2.1	-3	-8	6
O=C(COC(=O)/C=C/c1ccc2c(c1)OCO2)NC1CCS(=O)(=O)C1 (stereo unspecified)	-2	0	0.5	11	8	4.3	-2	1	-1
O=C(c1nsnc1-c1ccccc1O)N1CCCCC1	-2	0	-0.2	12	-10	-0.7	-1	-3	-1
Cc1c(NS(=O)(=O)c2cc(C(=O)NCCN(C)C)ccc2Cl)c(=O)n(-c2ccccc2)n1C	-7	-2	0.0	-8	3	0.7	5	-4	-4
CCN(CC)CCCNC(=S)N(CCCO)Cc1cc2cc3c(cc2[nH]c1=O)OCO3	1	-1	0.3	4	4	1.9	-3	4	0
COc1ccc2c(=O)c(C(=O)NCCc3ccc(OC)c(OC)c3)c[nH]c2c1	-1	3	0.1	2	3	3.1	2	11	3
C(=N\Nc1ccccn1)/c1c[nH]c2ccccc12	1	-5	-0.2	-21	-1	0.1	4	5	-15
Cc1cccc(OCC(=O)Nc2cccc(-c3nnc(-c4ccccc4)o3)c2)c1C	-1	-1	0.0	0	4	0.1	6	3	11
CSc1nnc(CNC(=O)c2ccccc2)n1-c1cccc(C)c1	5	-5	-0.2	-3	-1	1.4	3	-1	-2
CC(=O)Nc1ccc(S(=O)(=O)Nc2nnc(C(C)C)s2)cc1	-3	-1	-0.1	0	-1	3.6	0	1	1
CCCSc1nc2c(c(=O)[nH]c(=O)n2C)n1CCc1ccccc1	-2	-3	0.0	10	8	3.3	0	-6	10
COc1ccc(Cl)cc1NC(=O)COC(=O)Cc1cc(OC)c(OC)c(OC)c1	/	/	0.1	-6	2	/	/	-4	/
Cn1c(SCC(=O)O)nnc1-c1ccc2ncccc2c1	-3	3	-0.1	-8	7	-1.3	-5	-3	1
COc1ccc(NC(=O)CC2C(=O)Nc3ccccc3N2CC(=O)N2CCCC2)cc1 (stereo unspecified)	/	/	-0.2	/	10	-0.8	-2	7	/
O=C1c2ccccc2-c2cccc(C(=O)N3CCCCCC3)c21	-5	-1	-1.0	-10	0	2.5	-1	-8	3
CCc1ccc(C(=O)Nc2ccc3nc(C)ccc3c2)cc1	-2	0	0.1	16	-1	3.9	2	1	2
c1ccc(-n2nnnc2Oc2ccc(-n3ccnc3)cc2)cc1	-1	0	0.0	-4	8	1.0	-3	-6	5
CC(=O)c1c(C(C)=O)c(C)n(-c2nc(-c3ccc(Br)cc3)c(C)s2)c1C	2	2	-0.1	0	-7	-1.9	4	0	4
CCCC(C(=O)Nc1ccc(S(=O)(=O)N2CCCC2)cc1)c1ccccc1 (stereo unspecified)	-1	-2	0.0	-6	1	2.6	1	-3	4
CCc1nc(CNC(=O)C2CCC(=O)N(CCc3cccc(F)c3)C2)no1 (stereo unspecified)	-2	0	0.4	-5	-1	1.7	-8	-9	2
O=C(Oc1cccc([N+](=O)[O-])c1)c1cc(-c2ccccc2)nc2ccccc12	-1	-2	0.0	16	13	0.3	-5	10	-4
O=C(Nc1cccc2ccccc12)N1CCN(Cc2ccc3c(c2)OCO3)CC1	2	-2	-0.2	-1	-1	2.5	-5	-9	-3
COc1ccc(NC(=O)c2c(C)nn(Cc3ccccc3)c2Cl)cc1S(=O)(=O)N1CCOCC1	-2	-6	0.0	2	4	2.0	3	-2	0
N#Cc1cccc(NC(=O)CN2CCCCCC2)c1	-1	3	0.1	-5	7	1.0	4	-1	0
CN(C)S(=O)(=O)c1cccc(NC(=O)CCc2nc3cc(S(=O)(=O)N4CCOCC4)ccc3n2C)c1	0	2	0.0	1	4	0.1	3	5	9
COc1cc(C(=O)NC(C)c2ccc(S(N)(=O)=O)cc2)ccc1OCC(=O)N1CCOCC1 (stereo unspecified)	-1	0	0.0	-1	13	0.2	-2	-2	-18
O=C(NCc1ccccc1)NCC12CC3CC(CC(C3)C1)C2	-7	-1	-0.8	6	-1	3.3	-2	-1	-5
Cc1ccc(C2CCN(C(=S)NC3CCCCC3)C2)cc1 (stereo unspecified)	-2	-3	0.0	-2	-2	0.3	3	-4	0
CCCC(c1nnnn1C(C)(C)C)N1CCN(C(=O)c2ccco2)CC1 (stereo unspecified)	3	-5	0.0	13	2	1.7	-4	2	-3
CCC(=O)NC(=S)Nc1cccc(NC(=O)c2ccc(Cl)cc2Cl)c1	-3	2	0.2	-8	-6	6.2	5	-5	1
O=C(O)c1ccc(Sc2nnc3ccccn23)c([N+](=O)[O-])c1	1	-6	-0.1	3	2	0.0	-2	9	-3
O=C(CN1C(=O)NC(Cc2c[nH]c3ccccc23)C1=O)Nc1cccc(S(=O)(=O)N2CCCC2)c1 (stereo unspecified)	-16	-5	0.0	-6	4	2.9	-1	-4	0
COC(=O)c1c(C(=O)OC)c(-c2ccc(Br)cc2)n2c1CS(=O)C2 (stereo unspecified)	3	-4	-0.2	/	4	1.4	-1	9	-12
Cc1nc(NC(=O)/C=C/c2ccccc2)sc1C(=O)Nc1ccccc1	3	-1	-0.2	8	0	-2.7	1	1	5
CCOC(=O)CC(C)(C)/C(C)=N/Nc1ccc([N+](=O)[O-])cc1[N+](=O)[O-]	0	-5	-0.4	-4	-14	4.2	3	-3	-7
Cc1ccc(C)c(OCC(=O)N(C)CC(=O)Nc2ccc(Cl)c(C(F)(F)F)c2)c1	/	/	-0.1	-7	7	8.2	5	3	/
COc1ccc(Cn2c(-c3ccc(OC)cc3)nc3c(c(=O)c4ccccc4n3C)c2=O)cc1	-1	-2	-0.3	16	3	0.0	15	5	17
Cc1cc(C)c(C)c(S(=O)(=O)N2CCC(C(=O)N3CCCCCCC3)CC2)c1C	-1	-4	-0.2	-2	4	1.6	5	-5	18
O=[N+]([O-])c1ccc(CSc2ccccn2)cc1	1	-1	-0.3	14	-24	-0.4	2	5	9
COc1ccc(NC(=O)N(Cc2cc3cc(C)ccc3[nH]c2=O)CC2CCCO2)cc1 (stereo unspecified)	0	0	0.0	6	12	1.3	3	4	-2
O=C(NCC(=O)N1CCCCCCC1)c1ccco1	/	/	-0.3	2	11	-0.7	-6	-6	/
Cc1nc2ccccc2n1CSc1ccccc1	-4	-2	1.2	13	9	-0.2	0	-3	6
Cc1cc(C)n(-c2nc(SCC(=O)O)c3c4c(sc3n2)CCCC4)n1	-4	0	-0.1	0	5	-2.2	0	-4	-2
O=C(Nc1cccc(C(=O)O)c1)/C(=C\c1ccco1)NC(=O)c1ccccc1	5	4	0.2	-8	-12	1.3	-1	4	-1
COc1ccc(/C=N\NC(=O)c2ccc(-c3ccccc3)cc2)cc1COC(C)=O	5	0	0.1	1	-3	4.2	5	-6	10
CCOC(=O)C(CCCCC(NC(C)=O)(C(=O)OCC)C(=O)OCC)(NC(C)=O)C(=O)OCC	-3	-3	0.1	20	8	-2.4	2	-6	3
O=C(O)c1cc(Br)ccc1NN=C1CCCCC1	-2	1	-0.3	17	2	0.1	0	-2	-4
Cc1ccc(S(=O)(=O)N2CCN(S(=O)(=O)N3CCOCC3)CC2)cc1	0	-2	0.3	-32	2	0.7	-7	3	2
Cc1cc(C)cc(OCC(=O)N2CCCCCC2)c1	-1	0	0.2	5	2	2.0	-4	2	3
O=C(O)Cc1nc(-c2cccnc2)sc1-c1ccc(Br)cc1	2	6	-0.1	-3	-1	2.3	1	9	16

Continued:
SMILES	CTSL1 counter	TPT1 inhibitor	Efflux pump mplx	JMJD2C inh	proCasp7 act	PP5 primary	PP1 counter	procasp3 activ	HCV core dimer
COC(=O)NCc1ccc(CNC(=O)OC)cc1	3	-6	0.1	0	6	-1.0	-3	-2	1
O=C(O)CCCC(=O)Nc1ccc(OCc2nc3ccccc3s2)cc1	-1	5	0.3	12	-18	1.9	-3	-9	-5
CCOC(=O)C(=O)c1csc(NC(=O)COc2ccc(N(C)S(=O)(=O)c3ccc(F)cc3)cc2)n1	-1	-8	-0.3	1	-3	0.5	7	5	16
NC(=O)N/N=C/c1sc(N2CCCCC2)nc1-c1cccs1	5	1	0.1	2	-9	1.1	5	-12	-17
COc1ccc(CCNC(=O)C2CCN(S(=O)(=O)N3CCC(C)CC3)CC2)cc1OC	-3	4	0.0	1	7	-0.8	-2	7	8
CC(C)CNC(=O)c1ccccc1NC(=O)Nc1ccccc1	4	-2	0.0	23	-3	0.8	0	-2	6
Cc1cc2c(cc1S(=O)(=O)N1CCCCC1)OCC(=O)N2	-2	0	0.1	56	-9	-0.7	-2	7	-3
